High-throughput results from PubChem BioAssay.
TDP1 block: inhibitors of human tyrosyl-DNA phosphodiesterase TDP1. Q9NUW8. recombinant TDP1, AlphaScreen DNA substrate cleavage. Potency, µM (doses to about 130 µM), for inactives: at the highest dose activity change, negative = inhibition, actives largely listed as inhibitors. 350,000 tested, 0.28% active; also: nearly all actives have a fitted effect of over 40% in size
Target sequence (Q9NUW8 whole entry, looked up): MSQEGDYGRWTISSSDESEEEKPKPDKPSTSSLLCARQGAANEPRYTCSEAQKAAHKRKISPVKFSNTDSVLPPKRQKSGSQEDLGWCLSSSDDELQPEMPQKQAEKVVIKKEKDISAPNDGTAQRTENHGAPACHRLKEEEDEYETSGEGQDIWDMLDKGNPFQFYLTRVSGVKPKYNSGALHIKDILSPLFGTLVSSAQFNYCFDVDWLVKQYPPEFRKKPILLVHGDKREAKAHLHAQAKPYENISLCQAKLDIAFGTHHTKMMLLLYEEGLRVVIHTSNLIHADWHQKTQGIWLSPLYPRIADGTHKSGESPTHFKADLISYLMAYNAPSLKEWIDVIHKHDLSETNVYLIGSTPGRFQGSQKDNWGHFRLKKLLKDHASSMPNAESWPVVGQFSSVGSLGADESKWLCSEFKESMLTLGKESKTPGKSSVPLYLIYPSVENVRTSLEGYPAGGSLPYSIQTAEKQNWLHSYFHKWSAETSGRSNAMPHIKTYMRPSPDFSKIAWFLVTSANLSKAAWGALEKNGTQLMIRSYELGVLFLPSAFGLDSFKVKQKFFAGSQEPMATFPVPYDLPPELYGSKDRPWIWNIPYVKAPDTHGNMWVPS
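Tdp1 1 nM final; 15 min RT w/ cpd; substrate 15 nM, 5 min; beads 10 ug/ml, 10 min; AlphaScreen read. Neg ctrl: no enzyme.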
DT40 TDP1 no CPT: qHTS for Inhibitors of human tyrosyl-DNA phosphodiesterase 1 (TDP1): qHTS in cells in absence of CPT; DT40 Tdp1-/- hTDP1 cells, no CPT, ATP luminescence, 48 h; 420,000 tested, 15% active; Potency, µM (top dose mostly 46.2 µM), for inactives: at the top dose activity change, negative = growth inhibition, usual class: inhibitors; also: nearly all actives have a fitted effect of over 55% in size
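DT40 Tdp1-/-;hTDP1 cells, no CPT (DMSO vehicle only), 400 cells/well; compounds pin-transferred; ≥48 hr, 37 °C; CellTiter-Glo 30 min RT dark, luminescence read.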
N370S GC: N370S glucocerebrosidase modulation, Gaucher chaperone candidate. AID 2101. 330,000 tested, 0.092% active. N370S GC spleen homogenate, 4MU-glucoside fluorescence. Potency, µM (highest dose often 59.4 µM), for the others: top-dose activity change, negative = inhibition, hits mostly inhibitors. P04062;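 also: 0% = full enzyme activity and -100% = no enzyme basal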
* hit, by the source's call; ? = inconclusive; . = no result given; & = joins results of further samples; [ ] = remark or other dose. Calls follow the shape of the dose curve; as a rule, active = well fitted curve in the direction sought with a large enough effect; inconclusive = small, poorly fitted or top-dose-only effect, or another doubt; inactive = no such curve, though single readings can be large; an effect the other way counts as inactive or inconclusive. Unless noted, % is scaled to controls: 0 for no effect and ±100 for the full control effect; potency is read from the fitted curve at half-maximal effect. This is a subset; count on the stated rates, not on these rows.

Molecule | TDP1 block | DT40 TDP1 no CPT | N370S GC
COc1ccc(NC(=O)c2sc3nc(N4CCOCC4)c4c(c3c2N)CCCC4)c(OC)c1 | 1% | -6% | 6%
CCc1c(C)nc2ncnn2c1N1CCC(C(=O)NCc2ccc3c(c2)OCO3)CC1 | 4% | ? | -5%
O=S(=O)(Nc1ccc(-c2ccc(N3CCCC3)nn2)cc1)c1cc(F)ccc1F | 3% | -46% | .
O=C(CN1CCC(n2nnc3cc(F)ccc32)CC1)NCc1ccco1 | -2% | -1% | 1%
CCOCCn1c(SCc2ccc(C)cc2)nc2c1c(=O)[nH]c(=O)n2C | 1% | ? | 20%
CCOc1ccc2nc(N3CCCC(C(=O)NCCCN4CC(C)CC(C)C4)C3)sc2c1 (stereo not given) | 4% | 18µM* | -18%
Cc1ccc(-n2cccn2)c(CN2CCCC(C(=O)c3sccc3C)C2)c1 (stereo not given) | 5% | 23µM* | -4%
CCOC(=O)C1CCN(CC(=O)Nc2cc(C)c3c(=O)oc4ccccc4c3n2)CC1 | 2% | -28% | .
CSc1ccc(CNC(=O)CCn2ccc3cc(S(=O)(=O)N4CCCC4)ccc32)cc1 | 2%&0% | ? | -10%
Cc1cc(C)c2nc(N3CCCC(C(=O)NCc4ccccc4F)C3)sc2c1 (stereo not given) | -3% | ? | .
CCN(C[C@H]1N[C@@](Cc2ccccc2)(C(=O)OC)[C@H]2C(=O)N(Cc3ccccc3)C(=O)[C@@H]12)C(=O)Nc1ccc(C(F)(F)F)cc1 | 0% | 3.7µM* | .
CCOC(=O)c1ccc(NC(=O)CCNS(=O)(=O)c2cccs2)cc1 | -2% | ? | -4%
Cc1cccc(S(=O)(=O)c2c(N)n(Cc3ccco3)c3nc4ccccc4nc23)c1 | 1% | ? | ?
Cc1ccc(CNC(=O)C2CCCN(S(=O)(=O)c3c(C)n[nH]c3C)C2)cc1 (stereo not given) | 6% | -21% | 15%
COc1cc(-c2nc3oc4ccccc4c(=O)c3c(=O)n2Cc2ccco2)cc(OC)c1OC | 1% | 21µM* | 11%
O=C(CN(Cc1ccccc1Cl)C(=O)CCC(=O)Nc1nccs1)NCC1CCCO1 (stereo not given) | 0% | -15% | 2%
Cc1cc(OCCN2CCOCC2)nc2ccccc12 | -2% | -5% | 3%
Cc1c(C)c2ccc(Oc3ccc([N+](=O)[O-])cc3C(F)(F)F)c(C)c2oc1=O | 4% | -12% | 4%[12.8 µM]
c1csc(-c2nnc(-c3ccc(N4CCOCC4)cc3)o2)c1 | -3% | ? | 17%
O=C(COC(=O)c1cc[n+]([O-])cc1)Nc1ccc(Cl)cc1C(F)(F)F | . | -1% | -3%
Cc1ccc(S(=O)(=O)Nc2nc(C)c(C)s2)cc1 | 5% | 13% | -2%
Cc1cc(C(=O)CSc2nnc(-c3ccc(F)cc3)o2)c(C)n1CC1COc2ccccc2O1 (stereo not given) | 8% | ? | 10%
COc1ccc(-c2nsc(NC(=O)c3oc4cc(C)c(C)cc4c3C)n2)cc1 | -2% | -12% | .
CC1(C)CC(=O)C2=C(C1)NC1=C(C(=O)c3ccccc31)C2c1ccc(Cl)cc1 (stereo not given) | -3% | ? | 3%
Cc1ccc2nc(N/C(=N/S(=O)(=O)c3cccs3)c3ccccc3Cl)sc2c1 | 8% | -2% | 27%

Record cards, from the list above. Order of screens: TDP1 block | DT40 TDP1 no CPT | N370S GC
Record of Cc1ccc2nc(N/C(=N/S(=O)(=O)c3cccs3)c3ccccc3Cl)sc2c1 = 8% | -2% | 27%
Record of CCOc1ccc2nc(N3CCCC(C(=O)NCCCN4CC(C)CC(C)C4)C3)sc2c1 (stereo not given) = 4% | 18µM* | -18%
Record of CSc1ccc(CNC(=O)CCn2ccc3cc(S(=O)(=O)N4CCCC4)ccc32)cc1 = 2%&0% | ? | -10%

(continued)
Molecule | TDP1 block | DT40 TDP1 no CPT | N370S GC
CCOc1ccc(C(C)C)cc1S(=O)(=O)N1CCOCC1 | 5% | -6% | -8%
Cc1c(C(=O)N2CCCCC2)c(S(=O)(=O)N2c3ccccc3CC2C)c(C)n1C (stereo not given) | 6% | -26% | -5%
CC(C)Cn1cnc2c1c(=O)n(CC(=O)N(C)C)c(=O)n2Cc1ccccc1 | 7% | -1% | 1%
Cc1ccc(CCCOC(=O)C[N+]2(C)CCOCC2)cc1 | -2% | -2% | 4%
O=C(COC(=O)c1ccc(O)cc1)Nc1ccccc1[N+](=O)[O-] | 6% | -8% | 3%
COc1cccc(NC(=O)CSc2nc(-c3ccccc3)nc3c2Cc2cc(Cl)ccc2O3)c1 | 4% | 4% | .
COC(=O)c1onc(-c2c(OC)cc(OC)cc2OC)c1C(=O)OC | 3% | -7% | -1%
O=S(=O)(c1ccc2ccccc2c1)N1CCCCCC1 | 3% | -21% | 14%
CCc1nc(C)ccc1OCC(=O)O | 1% | -24% | 8%
O=C1c2ccccc2C(=O)N1CCc1csc(NNc2nc(CCN3C(=O)c4ccccc4C3=O)cs2)n1 | 2% | ? | 11%
S=C(c1ccc(-c2ccc(Cl)cc2Cl)o1)N1CCCCC1 | 13% | ? | 6%
Cc1ccc(CNC(=O)CS(=O)(=O)Cc2nc(-c3ccccc3C)oc2C)cc1 | 1% | 16µM* | .
CN1CCN(c2ccc(NC(=O)c3ccc(-c4cccc([N+](=O)[O-])c4)o3)cc2)CC1 | 5% | ? | 7%
CCOC(=O)CSc1nnc(CNC(=O)c2ccco2)n1C | 1% | -8% | 2%
Cc1ccc(-n2cccc2/C=C2/NC(=O)N(CC(=O)Nc3cccc(C)c3)C2=O)cc1 | 5% | -8% | -3%
CCOC(C)(C)C | 8% | . | 2%
O=C1CN(S(=O)(=O)c2ccccc2)c2ccccc2N1 | 6% | -5% | 6%
CCC(=O)N1c2ccccc2C(N(C(C)=O)c2ccccc2)CC1C (stereo not given) | -2% | ? | 6%
COCCNC(=O)c1c[nH]c2ccc(S(=O)(=O)N3CCc4ccccc43)cc2c1=O | -3% | 6.5µM* | -12%
COc1ccccc1/C=C1\S/C(=N/NC(=O)c2cccc(Br)c2)NC1=O | 12% | 21µM* | -16%
CCN1CCCC1CNS(=O)(=O)c1ccc(C(=O)Nc2ccccc2)cc1 (stereo not given) | 2% | -22% | -1%
CCOCCCn1cnc2c(c1=O)c1nc3ccccc3nc1n2-c1ccc(C)cc1 | 2% | -11% | 7%
COc1ccc(C2CC(=O)Nc3ccccc3S2(=O)=O)cc1OC (stereo not given) | -9% | -14% | -17%
CCOC(=O)c1cc(NC(=O)c2ccoc2C)cc(C(=O)OCC)c1 | -1% | ? | 2%
CC(C)CC(c1nnnn1Cc1cccs1)N1CCN(c2nc3ccccc3s2)CC1 (stereo not given) | -1%[56.1 µM] | ? | 4%
O=C(CSc1nc2ccccc2[nH]1)N/N=C/C=C/c1ccccc1[N+](=O)[O-] | 5% | -12% | ?
C=CCn1c(SCc2c(F)c(F)c(F)c(F)c2F)nc(O)cc1=O | -11% | -5% | -3%
CCOC(=O)c1cc(-c2ccccc2)sc1NC(=O)C(C)OC(=O)c1cccnc1OCC (stereo not given) | -3% | -29% | 5%
Cc1cccn2c(=O)c3cc(C(=O)NCCN4CCOCC4)n(Cc4ccccc4)c3nc12 | 1% | . | 6%
O=C(C1CCN(c2nnc(N3CCCC3=O)s2)CC1)N1CCN(Cc2ccc3c(c2)OCO3)CC1 | 0% | -27% | 0%
CCNc1nc(SCC(=O)Nc2ccc(Cl)c(Cl)c2)nc(N(C)C)n1 | 3% | 15µM* | 6%
O=C(Nc1cccc(C(=O)N2CCCCC2)c1)c1ccc(Cl)cc1 | 1% | 21µM* | 1%
Cc1ccc(-n2ncc3c(SCC(N)=O)ncnc32)cc1C | . | ? | 1%
CN(C(=O)CSc1nc2ccccc2o1)C1CCS(=O)(=O)C1 (stereo not given) | -4%[56.1 µM] | -5% | .
CC(C)c1ccc2oc(-c3ccc(N)cc3)nc2c1 | 1% | ? | -1%
COc1ccccc1NC(=O)CN1CCCN(S(=O)(=O)c2ccc(Br)cc2)CC1 | 6% | ? | .
O=C(Cn1c(=O)ccc2cc(S(=O)(=O)N3CCCC3)ccc21)NCc1ccc(Cl)cc1 | 3% | ? | .
CCCN1CCN(CCCNC(=O)C2CCCN(c3nc4ccc(OCC)cc4s3)C2)CC1 (stereo not given) | 9% | -1% | 4%
Cc1cccc(C)c1NC(=O)NCCc1c[nH]c2ccccc12 | 8% | ? | .
CCOC(=O)CN1c2ccccc2NC(=O)CC1C (stereo not given) | 6% | -2% | -10%
CCOC(=O)c1ccc(Nc2cnc3ccccc3n2)cc1 | -5% | ? | 7%
O=C(NC1CC1)c1cc(-c2ccccn2)nc2ccccc12 | 1% | -28% | -14%
O=C1c2cccc(OCC(=O)N3CCCc4ccccc43)c2CCN1Cc1ccc(Br)cc1 | 0% | 18µM* | ?
CCOC(=O)Cc1csc(NC(=S)NC(=O)c2ccc(C)cc2)n1 | 0% | ? | 6%
O=C1OCC2=C1C(c1ccc3c(c1)OCO3)Sc1ccccc1N2 (stereo not given) | 4% | 21µM* | ?
CCN(CC)c1ccc(C=Nc2ccc(C#N)cc2)c(O)c1 | -2% | 0% | -3%
CS(=O)(=O)N(Cc1ccccc1F)c1ccccc1 | -2% | -28% | 1%
Cc1ccccc1C(=O)NNC(=O)C(=O)N1CCCCC1 | 3% | -1% | 0%
Cc1sc2ncn(CC(=O)NC3CCCCC3)c(=O)c2c1C | -1% | ? | .
COc1ccccc1/C=C/C(=O)N1CCN(S(=O)(=O)c2cc(C)ccc2C)CC1 | 2% | ? | .

Next part, overlapping the part above by 2 compounds.
Molecule | TDP1 block | DT40 TDP1 no CPT | N370S GC
Cc1sc2ncn(CC(=O)NC3CCCCC3)c(=O)c2c1C | -1% | ? | .
COc1ccccc1/C=C/C(=O)N1CCN(S(=O)(=O)c2cc(C)ccc2C)CC1 | 2% | ? | .
COC(=O)c1cc(CSC(=N)N)ccc1OCCC(C)C | 3% | 23µM* | ?
O=C(C(=O)N1CCc2ccccc2C1)c1cn(CC(=O)N2CCCCC2)c2ccccc12 | 3% | -45% | -5%
CC(=O)N1CCN(S(=O)(=O)c2ccc(S(=O)(=O)NCC(C)C)cc2)CC1 | -1% | -2% | -1%
Cc1ccc(-c2nc(C#N)c(NCC3CCCO3)o2)cc1 (stereo not given) | 10% | -11% | -1%
COc1ccc(Br)cc1C(=O)Nc1cccc2ccc(C)nc12 | 5% | -3% | .
CCOc1ccc(S(=O)(=O)NCCCn2ccnc2)cc1NC(C)=O | . | -21% | -4%
COc1ccc(N(C)C(=O)Nc2ccc3c(c2)nnn3C)cc1 | -2% | -19% | -17%
CCN(CC)C(=O)OCc1c(-c2cccc(OC)c2)ncc2ccccc12 | -4% | ? | .
Cc1nc(=O)c(-c2ccccc2)c(C)n1-c1cccc(C(=O)O)c1 | 4% | -24% | -5%
CN1CCN(c2ccc(S(=O)(=O)Nc3ccccc3)cc2[N+](=O)[O-])CC1 | -3% | 9.2µM* | 2%
C[N+]1(C)CC2=Cc3ccccc3CC2C1 (stereo not given) | 2% | -6% | 3%
CCC(CC)c1nnc(NC(=O)c2ccc3ccccc3n2)s1 | 6% | 11µM* | 10%
CCN(CC)C(=O)C(C)N(C#N)c1nc(SC)nc(N(C)C)n1 (stereo not given) | 3% | -16% | 5%
Cn1c(=O)[nH]c(Nc2ccc(F)cc2)c([N+](=O)[O-])c1=O | -3% | 2% | ?
CCOC(=O)CN1C(=O)/C(=C/c2ccccc2Br)Oc2ccccc21 | . | ? | -9%
COc1cc(C(=O)OCC(=O)NC(C)CCc2ccccc2)cc(OC)c1OC (stereo not given) | . | ? | -9%
COc1cccc(OC)c1OCCCOc1ccc([N+](=O)[O-])cc1Cl | 3% | ? | -25%
COc1cc(S(=O)(=O)Nc2cccc3cn[nH]c23)c(OC)cc1Cl | 2% | 10% | -17%
COc1cc2nc(C3CCC3)n(N)c(=O)c2cc1OC | . | 20% | -1%
CC(=O)N[C@H]1[C@H](OC2CCCCC2)O[C@H](COC(C)=O)[C@@H](OC(C)=O)[C@@H]1OC(C)=O | . | 9% | 0%
CCOc1nc2cnccc2n(CC(=O)Nc2c(F)c(F)cc(F)c2F)c1=O | 1% | -9% | -2%
COc1ccc2nc(NS(=O)(=O)c3ccc(C)cc3)c(Nc3cc(Cl)ccc3OC)nc2c1 | -1% | 23µM* | .
